Source: PubChem BioAssay (several laboratories)
zVAD death inh: blocks zVAD induced death of L929 cells | L929 zVAD necroptosis rescue, ATP luminescence, 24 h; with zVAD 60 µM | hit rate 0.38% among 220,000 | viability rescue, % at 10 µM | AID 1377;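 active = activation, scaled between plate controls, above about 75%, limit read from the data; inactive = activation under that limit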;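 note: 0% = zVAD with DMSO and 100% = DMSO alone without zVAD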
Wee1 degr inh: blocks degradation of human Wee1 kinase; P30291; reporter increase, % at 5 µM; hit rate 1.2% among 220,000; HeLa Luc-Wee1K328M stability, luciferase luminescence; 100% = proteasome inhibitor MG132 effect;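 active = activation above the mean of all tested compounds plus 3 SD, set per screening run, cut at about 8.8% in these data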;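 note: cells exposed to compound for 20 h before luminescence read; 0% = DMSO alone and 100% = MG132 at 30 µM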
Target sequence (P30291 whole entry K328M): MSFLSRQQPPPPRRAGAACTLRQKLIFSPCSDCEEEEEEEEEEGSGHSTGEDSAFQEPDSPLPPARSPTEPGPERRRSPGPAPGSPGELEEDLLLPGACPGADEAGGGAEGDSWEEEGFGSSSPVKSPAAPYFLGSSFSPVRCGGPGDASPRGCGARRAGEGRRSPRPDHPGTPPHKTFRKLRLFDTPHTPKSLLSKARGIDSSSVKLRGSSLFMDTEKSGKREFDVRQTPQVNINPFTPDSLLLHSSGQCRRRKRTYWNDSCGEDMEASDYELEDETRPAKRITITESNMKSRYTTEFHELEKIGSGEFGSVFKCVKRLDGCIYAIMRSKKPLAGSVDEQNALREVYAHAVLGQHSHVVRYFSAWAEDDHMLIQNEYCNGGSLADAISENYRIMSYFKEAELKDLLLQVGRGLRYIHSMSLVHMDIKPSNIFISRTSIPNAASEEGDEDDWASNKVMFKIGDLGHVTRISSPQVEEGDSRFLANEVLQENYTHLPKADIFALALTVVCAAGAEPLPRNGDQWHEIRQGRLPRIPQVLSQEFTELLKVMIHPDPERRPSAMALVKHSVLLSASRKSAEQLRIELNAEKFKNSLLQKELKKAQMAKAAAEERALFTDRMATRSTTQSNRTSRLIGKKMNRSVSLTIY
PPC-1+TRAIL kill: kills PPC-1 cancer cells in the presence of TRAIL; PPC-1 cells + TRAIL, ATPLite viability luminescence; cell killing (% activity), % at 4 µM; hit rate 0.41% among 220,000;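 active = cell killing above 50% in the first pass at 4 µM, then a duplicate retest at 5 µM averaging 50% or more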;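 note: plate controls were cells with TRAIL plus DMSO for no effect and medium-only wells lacking cells for full effect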
TbHK1 inh: T. brucei hexokinase 1 inhibition | recombinant TbHK1, G6PDH-coupled NADH A340 | inhibition, % at 10 µM | hit rate 0.11% among 220,000;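 active = inhibition of 50% or more in the single-dose primary screen; inactive = inhibition below 50%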
FXIIa inh: blocks human coagulation factor XIIa protease activity; P00748; purified FXIIa, Boc-QGR-AMC fluorogenic substrate, 2 h; inhibition, % at 5 µM; hit rate 0.3% among 220,000; AID 800; in the data active = inhibition above about 40%;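 note: 0% = enzyme with no compound and 100% = blank without enzyme; many of its hits are not listed in these tables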
CHOP inh: CHOP inhibition in unfolded protein response; CHO-K1 CHOP-promoter luciferase, tunicamycin-induced, 15-18 h; inhibition, % at 10 µM; hit rate 3.8% among 220,000; AID 2732;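 active = compounds that reduced the stress-induced luciferase reporter signal by more than about 70% of percent inhibition, limit read from the data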;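 note: 0% = tunicamycin plus vehicle and 100% = wells without tunicamycin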
TNF necrop inh: blocks TNF-alpha induced death of Jurkat FADD-/- cells; activation (protection from cell death), % at 10 µM; hit rate 0.068% among 220,000; AID 463075; Jurkat FADD-/- TNF necroptosis rescue, ATP luminescence, 24 h; 0 = TNF only, 100 = no-TNF cells;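 active = activation, meaning protection from cell death, of at least 50% relative to plate controls; inactive = activation below 50%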;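 note: necroptosis triggered by 40 ng/mL TNF-alpha added together with compound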
FXIa inh 1536: inhibitors of human coagulation factor XIa. P03951. purified FXIa, Boc-Glu-Ala-Arg-AMC fluorogenic substrate. inhibition, % at 5 µM. hit rate 0.14% among 220,000. AID 798;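 active = inhibition of at least 40%; inactive = inhibition below 40%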;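 note: fluorescence of freed AMC excited at 355 nm; 0% = enzyme without compound and 100% = no enzyme blank; many of its hits are not listed in these tables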
PGE2 EP2 inh: inhibitors of human EP2 prostaglandin E2 receptor. C6 glioma cells expressing human EP2, cAMP TR-FRET; cells stimulated with saturating PGE2. inhibition, % at 25 µM. hit rate 0.52% among 260,000. P43116;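 active = percent inhibition above 40 after rounding to a whole number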;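 note: rat C6 glioma host cells with rolipram phosphodiesterase inhibitor present; the protocol text gives 20 µM as final concentration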
Target sequence (P43116 whole entry, looked up): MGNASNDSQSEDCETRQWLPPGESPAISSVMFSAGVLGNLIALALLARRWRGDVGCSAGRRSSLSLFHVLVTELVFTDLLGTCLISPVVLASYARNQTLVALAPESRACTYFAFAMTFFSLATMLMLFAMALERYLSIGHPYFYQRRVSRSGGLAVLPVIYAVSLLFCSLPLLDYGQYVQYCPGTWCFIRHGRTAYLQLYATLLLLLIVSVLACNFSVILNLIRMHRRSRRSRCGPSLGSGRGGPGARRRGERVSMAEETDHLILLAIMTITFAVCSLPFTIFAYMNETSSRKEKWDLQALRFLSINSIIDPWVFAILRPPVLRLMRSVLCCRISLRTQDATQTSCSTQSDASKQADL
Starred values were filed as active, the others as inactive; . = not tested or not shown.

SMILES	zVAD death inh	Wee1 degr inh	PPC-1+TRAIL kill	TbHK1 inh	FXIIa inh	CHOP inh	TNF necrop inh	FXIa inh 1536	PGE2 EP2 inh
Nc1cc2ccccc2oc1=O	-0.1	-2.4	21.7	5.6	9.0	3.6	-1.0	6.4	3.7
CC(C)Oc1ccc(C(=O)NCC(=O)O)cc1	0.9	2.2	-2.0	-6.0	-2.1	4.3	3.0	-5.5	10.3
O=C(/C=C/c1cccc([N+](=O)[O-])c1)NCCSCc1c(Cl)cccc1Cl	0.5	0.8	-2.0	6.7	12.0	25.7	2.2	3.6	9.6
c1ccc(OCCCCn2cnc3ccccc32)cc1	-0.3	-1.2	-6.1	0.0	-1.2	.	-0.6	6.7	20.9
CC1CC(C)CN(C(=O)CSCC(=O)Nc2nc(-c3cccs3)cs2)C1 (stereo not given)	1.0	-1.1	31.7	6.8	6.6	36.2	3.7	-2.7	.
Cc1ccc(CSc2nnc(-c3cnccn3)n2C)cc1	-0.3	0.2	-3.3	-4.1	8.5	-17.8	1.9	3.0	9.3
COc1ccc2c(c1)CC/C(=C\C=C\c1ccccc1)C2=O	0.1	1.3	-2.2	-23.2	17.3	45.5	-0.2	7.6	16.3
N#Cc1ccccc1COc1ccc(/C=C/C(=O)O)cc1	-0.6	2.2	20.8	6.5	11.6	53.0	0.0	7.3	3.3
C#Cc1ccc([C@H]2C=C(C(=O)N3CCOCC3)O[C@@H](OCc3ccc(CO)cc3)C2)cc1	0.0	-0.8	9.2	-2.8	9.9	12.3	2.4	-1.5	.
CCCCc1ccc(NC(=O)CC(C)=O)cc1	0.0	-0.9	10.8	-1.1	-3.9	-13.9	-3.1	-5.5	1.5
Cc1ccc(-c2nnc(-c3ccccc3)c(-c3ccccc3)n2)cc1	-0.2	-2.6	9.1	-4.3	13.5	-25.7	-2.2	20.7	4.3
CCn1c(CNc2cccc(Cl)c2)nnc1SCC(=O)OC1CCCCC1	0.0	-4.1	18.4	8.5	-0.5	71.9*	-3.9	4.3	.
CCn1nc(C)c(Br)c1C(=O)Sc1ccccc1Cl	5.3	3.4	0.1	-1.4	3.4	-38.9	-23.8	1.6	9.5
CC(C)(C)c1cc(NC(=O)COc2ccc(Br)cc2)n(-c2ccccc2)n1	0.3	2.3	-23.1	-7.8	-6.2	41.8	4.4	-15.7	5.0
Cc1ccc([N+](=O)[O-])cc1NC(=O)c1ccc2c(c1)OCO2	12.1	1.5	6.5	-2.3	3.3	0.8	0.9	-3.1	8.0
CCOc1ccc(C(=O)N2CCN(Cc3ccccc3)CC2)cc1	0.0	-0.3	-11.5	2.8	11.5	10.7	2.3	-2.3	6.4
CCN(CC)CCn1c(=S)[nH]c2ccc(Br)cc2c1=O	2.1	-0.7	6.5	-3.5	7.5	-2.1	1.1	2.8	6.5
Cc1ccc(-c2nc3cnccn3c2Nc2ccc3c(c2)OCO3)cc1	-1.1	0.3	33.3	-16.3	16.8	33.2	-5.2	8.0	12.9
CCOC(=O)C1CCN(C(=O)c2cc(C)n(C(C)(C)C)n2)CC1	1.6	2.2	2.9	-0.8	3.6	1.1	1.9	-0.8	1.1
CCc1ccccc1NS(=O)(=O)c1ccc2[nH]cc(C(=O)NCc3ccco3)c(=O)c2c1	3.2	-2.7	.	-1.1	4.1	6.2	-4.5	-3.1	.
CO/N=C/c1ccc(N2CCN(C(=O)c3ccc(Cl)cc3Cl)CC2)c([N+](=O)[O-])c1	-0.2	-1.1	14.6	-4.5	12.0	55.2	-8.6	-2.0	6.2
CCOc1ccc(NC(=O)c2cc3c(=O)n(C)c4ccccc4c3n2C)cc1	0.7	-1.1	5.3	-38.9	8.8	-51.3	-2.9	-0.6	6.9
COc1ccc(Cl)cc1NC(=O)CN(C)C1CCCCC1	0.6	1.2	-14.5	4.1	-4.0	76.5*	0.9	-8.8	8.5
CN1CCOc2cc(S(=O)(=O)Nc3ccc(F)cc3)ccc21	0.8	-0.5	13.6	-2.5	8.0	22.0	-1.7	-2.5	10.8
CC(C)NC(=O)NC(=O)COC(=O)c1ccccc1F	0.0	-1.4	7.3	-0.2	10.3	-14.6	1.0	5.7	5.9
COc1ccccc1Cn1c(SCC(N)=O)nc2c(oc3ccccc32)c1=O	6.9	1.2	4.8	-3.0	9.6	4.3	1.1	-3.7	8.5
Cc1ccc(C(=O)NCC(C)(C)N2CCOCC2)s1	-0.6	0.7	18.6	-0.6	-1.2	-14.2	-0.1	-8.6	9.4
CCn1c2ccc(C)cc2c2nc3cc(C(=O)O)ccc3nc21	0.4	-0.7	21.7	-16.6	4.4	16.1	-0.2	6.8	5.0
Cc1nn(C)c(C)c1CNC(=O)/C=C/c1ccccc1F	.	-1.7	10.8	2.2	8.5	7.6	-1.1	4.0	1.1
CCOC(=O)CC(NC(=O)CCc1c(C)nc2ncnn2c1C)c1ccc(OC(C)C)cc1 (stereo not given)	0.4	-0.9	6.6	-0.6	9.2	-2.4	0.4	1.3	7.5
Cc1nnc(NC(=O)CSc2nnc(CNC(=O)c3ccccc3)n2-c2ccccc2)s1	0.9	0.2	27.1	0.5	-0.5	-11.4	0.0	-10.9	12.5
COc1cc(/C=N/NC(N)=O)ccc1OC(=O)c1cccs1	-0.7	2.2	-8.1	-0.9	12.7	12.2	-3.2	4.8	4.2
Cc1c(NS(=O)(=O)c2ccc(Cl)c(C(=O)OCC(=O)NCc3ccco3)c2)c(=O)n(-c2ccccc2)n1C	-1.1	4.9	14.2	7.6	17.4	47.7	-0.2	18.5	3.7
Cc1cn2c(N)c(/C=C3\C=Nc4ccccc43)c(=O)nc2s1	1.4	-2.5	15.2	-14.5	-0.6	-13.4	-2.3	4.2	10.2
COc1ccc(C(CC(=O)O)NC(=O)Nc2ccccc2)cc1OC (stereo not given)	0.6	-1.3	13.9	5.4	5.1	19.6	1.7	12.2	2.2
CC(C)CNc1nc(SCC(=O)Nc2ccccc2)nc(N2CCOCC2)n1	3.9	-2.8	5.1	3.5	7.7	20.3	1.6	-1.6	3.5
CC1(C)C(=O)OC(c2cccn2-c2ccc([N+](=O)[O-])cc2)C(C)(C)C1=O (stereo not given)	0.5	-1.9	6.1	-3.0	-1.0	0.2	0.9	2.2	3.8
O=C1C2CC=CCC2C(=O)N1c1ccc(N2CCN(c3ccccn3)CC2)c([N+](=O)[O-])c1 (stereo not given)	27.1	-2.4	5.5	-7.5	10.2	53.2	2.0	6.7	6.6
CN(C)S(=O)(=O)c1ccc(N2CCCC2)c(C(=O)Nc2nc3ccccc3s2)c1	5.6	0.9	14.8	-18.3	7.6	-10.8	-0.3	-0.1	13.9
N#Cc1c(N)n(CCOC(=O)c2ccc(Cl)cc2)c2nc3ccccc3nc12	0.1	-2.5	3.7	-7.0	0.1	-17.1	-1.8	-6.4	8.3
COc1ccc(CCNC(=O)Nc2ccc3c(c2)OCO3)cc1OC	-0.2	0.4	10.5	7.5	8.3	0.7	-0.5	4.2	3.3
CCOC(=O)c1ccc(N2C(=O)CC(SCC(N)C(=O)OCC)C2=O)cc1 (stereo not given)	1.4	-3.0	23.0	-0.7	-7.4	1.4	1.7	-9.8	8.8
O=C(O)C1CC=CCC1C(=O)NCc1ccc2c(c1)OCO2 (stereo not given)	0.5	-1.9	1.5	1.0	16.1	0.7	-0.4	8.9	9.1
C/C(=N\S(=O)(=O)c1ccc(C)cc1)N1CCCCC1	0.9	-0.6	.	-4.9	4.0	1.9	2.0	0.9	3.6
CCOC(=O)COc1ccc(-c2nnc(-c3ccccc3)o2)cc1	0.5	-0.6	31.7	-0.5	9.4	27.1	-3.6	-3.2	18.7
COc1ccc(C2C=C(C34CC5CC(CC(C5)C3)C4)NC(=S)N2)cc1OC (stereo not given)	-0.7	1.5	5.0	-9.5	8.3	15.5	-3.2	2.5	2.4
COc1ccc2c(c1OC)C(=O)N1N=C(c3ccc(-c4ccccc4)cc3)CC21 (stereo not given)	6.8	-0.1	-0.7	-0.4	10.1	0.3	-3.5	3.6	8.4
Cc1ccc(NC(=O)Cc2cn(C)c3ccccc23)cc1F	-1.7	-2.4	4.7	3.1	2.8	12.3	2.0	-1.7	7.2

2 entries from above, with two lines to a compound.
Screens in order: zVAD death inh | Wee1 degr inh | PPC-1+TRAIL kill | TbHK1 inh | FXIIa inh | CHOP inh | TNF necrop inh | FXIa inh 1536 | PGE2 EP2 inh
N#Cc1c(N)n(CCOC(=O)c2ccc(Cl)cc2)c2nc3ccccc3nc12
 : 0.1 | -2.5 | 3.7 | -7.0 | 0.1 | -17.1 | -1.8 | -6.4 | 8.3
COc1ccc(CCNC(=O)Nc2ccc3c(c2)OCO3)cc1OC
 : -0.2 | 0.4 | 10.5 | 7.5 | 8.3 | 0.7 | -0.5 | 4.2 | 3.3

New compounds follow
SMILES	zVAD death inh	Wee1 degr inh	PPC-1+TRAIL kill	TbHK1 inh	FXIIa inh	CHOP inh	TNF necrop inh	FXIa inh 1536	PGE2 EP2 inh
CC(/C=C/c1ccco1)=N\NC(=O)COc1ccc(C)c(C)c1	1.7	2.4	11.6	-31.6	2.4	-4.3	-0.3	-6.0	11.2
CC(=O)c1nn(-c2ccc(Br)cc2)cc1C(=O)c1ccco1	-0.1	-0.1	22.6	0.4	14.8	44.6	-2.0	2.6	13.3
CCC1=C(OC(=O)N(CC)CC)N2C(=O)OC(=NCC3CC3)[C@]2(Cc2ccccc2)[C@H]2C1=CC[C@H]1C(=O)N(CC)C(=O)[C@H]12	1.0	.	33.5	-21.3	5.7	9.1	0.5	-1.5	9.7
COCCc1nnc(NC(=O)C(C)C)s1	-0.1	3.9	4.0	-7.3	11.4	40.4	1.7	2.8	1.7
O=[N+]([O-])c1ccc(N2CCN(S(=O)(=O)c3ccc4ccccc4c3)CC2)cc1NCc1ccco1	-0.1	4.2	16.4	-12.6	1.1	-0.9	-3.7	-7.8	8.4
CCOC(=O)CSc1nc2cc(OCC)ccc2cc1C#N	3.9	-0.1	10.8	-4.9	-18.6	92.5*	0.7	-4.7	11.9
CCN(CC)C(=O)CSc1nnc(-c2ccccc2)n1-c1ccccc1	-0.3	0.4	11.3	7.4	8.6	28.6	-0.3	3.6	12.1
CC(=O)N/C(=C\c1ccccc1)C(=O)OCC(=O)NC1CCCC1	1.7	-1.3	16.9	3.8	3.6	22.5	-2.1	6.6	7.2
Cc1ccc(S(=O)(=O)/N=C(\N)Nc2nc(C)c3ccccc3n2)cc1	-0.2	-2.2	10.0	-3.1	9.0	31.8	0.7	4.4	10.1
Cc1ccccc1Cn1nnc(-c2ccc3c(c2)OCO3)n1	.	3.4	-3.3	-2.7	0.5	16.5	1.7	-8.9	-0.5
Cc1ccc(-c2nnc(CSc3nc4cc5c(cc4cc3C)OCO5)o2)cc1	0.5	-2.3	-1.5	-0.6	11.3	11.1	-1.5	2.8	7.2
CCOc1ccc(NS(=O)(=O)c2ccc(NC(=O)c3cccnc3)c(OC)c2)cc1	1.8	-0.2	11.7	-2.6	3.0	2.0	2.0	-0.8	-1.3
CCN(CC(=O)NCc1cccs1)C(=O)c1cc(S(=O)(=O)N2CCOCC2)ccc1C	0.1	-0.9	24.1	-1.5	14.4	15.2	-1.3	4.6	15.2
CN(C)NC1=CC(=[N+]2CCCC2)CC(C)(C)C1	1.2	0.5	-8.7	-5.1	5.6	-18.6	1.3	13.1	5.3
CC1CCN(C(=O)Cn2c(=O)n(CCc3ccccc3)c(=O)c3ccccc32)CC1	-0.6	3.0	10.4	2.1	-10.0	88.1*	-3.0	-0.2	15.4
CC1CCN(C2CCN(S(=O)(=O)c3ccc(F)cc3)CC2)CC1	-0.3	-2.6	35.5	3.7	-18.8	31.6	-0.9	-3.4	6.7
COc1ccc(CNc2nc(-c3cccnc3)nn2C(C)=O)cc1	50.6	-1.4	12.6	-3.1	6.4	68.0	1.9	-1.1	8.4

Only part of the results is shown; the hit share may differ from the screen's.
